Screens as filed in PubChem BioAssay.
TRAIL sens C8: viability loss with TRAIL in NB7+C8 cells, primary screen, TRAIL sensitizer project, cell-based, ATPlite luminescence; inhibition (viability loss, TRAIL sensitization), % at 10 µM; 360,000 tested, 1% active; AID 624354, 2012;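 active = compounds causing at least 50% loss of cell viability in the single-dose screen, relative to plate controls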
EBV LMP1 NFkB: EBV LMP1-driven NF-kappaB luciferase reporter inhibitors, primary screen, cell-based, luminescence, single point; LMP1-induced NF-kappaB luciferase reporter cells; inhibition, % at 12.5 µM; 350,000 tested, 0.69% active; in the data active = inhibition above about 41%;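 note: 0% = neutral control wells and 100% = reference inhibitor control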
LRH-1 inv ag: LRH-1 (NR5A2) inverse agonists, primary screen, cell-based, luminescence, HEK293T, StAR-luciferase reporter; Nuclear receptor subfamily 5 group A member 2 (Homo sapiens), O00482; LRH-1 transfected, 24 h; inhibition, % at 3.6 µM; 360,000 tested, 0.13% active; AID 602396, 2012;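 active = inhibition above the mean inhibition of all tested compounds plus 3 SD, cut at about 73% in these data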;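 note: 0% = DMSO wells and 100% = reporter-only cells lacking LRH-1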
NR2F2 inh: NR2F2 transcriptional activity inhibitors, primary screen, cell-based, luciferase reporter, HEK293T, luminescence. COUP transcription factor 2 (Homo sapiens), P24468. HEK293T NGFI-A luciferase reporter. inhibition, % at 8.6 µM. 370,000 tested, 0.7% active;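 active = inhibition above a per-plate cutoff, mean inhibition of test wells between control levels plus 3 SD, cut at about 38% in these data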;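 note: cells cotransfected with COUP-TFII expression vector driving the NGFI-A reporter; 0% = median of COUP-TF2 test wells and 100% = reporter-only cells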
CF NFkB block: inhibitors of PAF-induced NF-kB signaling, primary screen, cell-based, GFP fluorescence, uHTS; AID 588850, 2011; 360,000 tested, 0.86% active; KKLEB NF-kB-GFP reporter, GFP fluorescence overnight; inhibition, % at 5 µM;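 active = at least 50% inhibition at 5 µM, scaled per plate between neutral and stimulator controls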;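 note: PAF is a Pseudomonas aeruginosa culture filtrate used as stimulus; plate controls were PAF-stimulated DMSO wells for no effect and unstimulated DMSO wells for full effect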
TWEAK Fn14 block: inhibitors of TWEAK-Fn14 signaling, primary screen, luciferase reporter cells, uHTS | inhibition, % at 10 µM | 360,000 tested, 2% active | TWEAK-stimulated Fn14 reporter cells, luciferase luminescence, 8 h; in the data active = inhibition above about 50%
KKLEB tox: cytotoxicity in KKLEB CF airway cells, primary screen, cytotoxicity control for CF NF-kB inhibitor project, cell-based, uHTS, fluorescence assay plates. KKLEB CF airway cells viability, ATPlite luminescence, overnight; stronger effect = lower value; cells stimulated with P. aeruginosa culture filtrate. activity change (cytotoxicity), % at 5 µM. AID 602141, 2011. 360,000 tested, 0.36% active;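 active = corrected activity change at or below -50% at 5 µM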
TROY NFkB inh: inhibitors of TROY-driven NF-kB signaling, primary screen, Q293 LMP1-TROYcd cells, NF-kB luciferase, uHTS; Q293 LMP1-TROYcd NF-kB luciferase reporter, 4 h; AID 1347056, 2019; inhibition, % at 10 µM; 360,000 tested, 0.98% active;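 active = compounds whose plate-normalised and pattern-corrected inhibition of the luciferase reporter signal at the single screening dose is 50% or more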
SRC1 inh: SRC1 coactivator transcriptional activity inhibitors, primary screen, cell-based, luminescence; Nuclear receptor coactivator 1 (Homo sapiens), Q15788; HEK293 GAL4-SRC1 luciferase reporter; inhibition, % at 3.6 µM; 360,000 tested, 0.12% active;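 active = inhibition above the campaign mean plus 3 SD, with each screening campaign given its own cutoff, cut at about 60% in these data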;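 note: 0% = DMSO treated cells and 100% = gossypol at 36 µM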
Target sequence (Q15788 whole entry, looked up, the tested form may be a part): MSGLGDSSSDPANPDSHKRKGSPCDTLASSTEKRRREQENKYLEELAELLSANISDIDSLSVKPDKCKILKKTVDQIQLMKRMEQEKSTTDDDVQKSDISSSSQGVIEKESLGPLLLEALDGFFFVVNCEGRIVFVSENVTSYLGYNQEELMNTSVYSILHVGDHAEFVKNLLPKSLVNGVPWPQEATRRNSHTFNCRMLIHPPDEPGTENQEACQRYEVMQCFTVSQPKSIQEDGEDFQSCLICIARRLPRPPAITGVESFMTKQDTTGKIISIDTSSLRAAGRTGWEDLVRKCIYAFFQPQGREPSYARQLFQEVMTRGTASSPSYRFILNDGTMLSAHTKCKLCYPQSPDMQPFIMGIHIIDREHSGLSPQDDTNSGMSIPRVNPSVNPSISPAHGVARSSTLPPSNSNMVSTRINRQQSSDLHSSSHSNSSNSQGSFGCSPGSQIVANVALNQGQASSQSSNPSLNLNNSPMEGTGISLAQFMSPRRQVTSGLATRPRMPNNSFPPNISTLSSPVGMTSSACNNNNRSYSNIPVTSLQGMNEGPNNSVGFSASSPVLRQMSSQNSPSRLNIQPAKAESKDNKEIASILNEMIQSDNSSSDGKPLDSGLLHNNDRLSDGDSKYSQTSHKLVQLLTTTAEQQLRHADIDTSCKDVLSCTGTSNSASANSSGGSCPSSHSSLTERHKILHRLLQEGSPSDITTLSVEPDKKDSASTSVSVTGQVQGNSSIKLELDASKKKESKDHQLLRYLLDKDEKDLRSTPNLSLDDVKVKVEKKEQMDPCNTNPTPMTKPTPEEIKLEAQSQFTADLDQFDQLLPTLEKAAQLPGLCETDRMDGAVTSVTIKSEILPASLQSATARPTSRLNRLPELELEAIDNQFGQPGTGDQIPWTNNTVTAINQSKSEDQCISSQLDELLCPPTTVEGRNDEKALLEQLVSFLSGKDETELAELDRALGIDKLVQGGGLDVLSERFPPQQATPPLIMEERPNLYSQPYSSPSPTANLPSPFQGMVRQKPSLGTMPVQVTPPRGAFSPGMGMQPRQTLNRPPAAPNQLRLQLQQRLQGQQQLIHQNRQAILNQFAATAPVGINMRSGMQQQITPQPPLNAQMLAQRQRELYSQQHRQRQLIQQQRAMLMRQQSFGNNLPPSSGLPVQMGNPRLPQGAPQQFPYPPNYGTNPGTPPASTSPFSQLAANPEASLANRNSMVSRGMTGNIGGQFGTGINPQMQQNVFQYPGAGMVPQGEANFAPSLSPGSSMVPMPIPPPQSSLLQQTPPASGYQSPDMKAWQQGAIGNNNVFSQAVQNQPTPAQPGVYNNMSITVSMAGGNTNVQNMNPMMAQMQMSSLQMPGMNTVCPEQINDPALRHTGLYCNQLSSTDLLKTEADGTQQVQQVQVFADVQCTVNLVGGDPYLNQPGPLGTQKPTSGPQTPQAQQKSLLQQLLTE
SRC3 inh: SRC3 coactivator transcriptional activity inhibitors, primary screen, cell-based, luminescence; Nuclear receptor coactivator 3 (Homo sapiens), Q9Y6Q9; HEK293 GAL4-SRC3 luciferase reporter; inhibition, % at 3.6 µM; 360,000 tested, 0.17% active; AID 588352, 2011;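 active = inhibition above a per-campaign cutoff, the mean of all compounds plus 3 SD, cut at about 60% in these data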;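 note: 0% = DMSO-treated cells and 100% = gossypol-treated cells at 36 µM; higher means less SRC3-driven luciferase light from the GAL4 reporter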
Shn3 inh set2: reduction of Shn3 3'UTR firefly luciferase signal, primary screen, Schnurri-3 inhibitor project, cell-based, Clone20 osteoblasts, set 2; Clone20 osteoblast Shn3 3'UTR firefly luciferase, 24 h; inhibition, % at 12.5 µM; 360,000 tested, 0.52% active; AID 588674, 2011;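 active = mean inhibition of at least 75% with every replicate also reaching 75%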;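 note: 0% = median of neutral control wells and 100% = pilot-screen positive control compound; some compounds past the cut are filed as inactive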
* hit, by the source's call; nt = not tested or not shown; & = joins results of further samples. A portion of the library; rates above refer to the full screens.

smiles,TRAIL sens C8,EBV LMP1 NFkB,LRH-1 inv ag,NR2F2 inh,CF NFkB block,TWEAK Fn14 block,KKLEB tox,TROY NFkB inh,SRC1 inh,SRC3 inh,Shn3 inh set2
CC(C)NC(=O)c1ccc(-n2nc(C(F)(F)F)c3c2CCCC3)cc1,4,9,7,0,12,3,-34,1,5,8,17
CC(Oc1ccc(Br)cc1)C(=O)N1CCC(C(N)=O)CC1 (stereo unspecified),-2,-7,-12,7,-4,-13,-2,9,-10,5,8
O=C(O)c1cc(-c2ccc(O)cc2)on1,-7,2,-4,-9,-4,-5,9,2,-46,1,61
Cc1ccc(-c2ccc(CN3C(C)C(=O)N(Cc4cn(CCC5OCCO5)nn4)CCS3(=O)=O)cc2)cc1 (stereo unspecified),0,6,5,-3,15,-9,5,-7,4,6,-5
C=CCc1c(C)nc(SCCC)[nH]c1=O,2,-2,2,9,21,-8,-3,6,-8,-2,-4
CC(C)COC(=O)N1CCCC1C(=O)O (stereo unspecified),-12,-7,-20,9,-11,-24,-2,-1,-2,7,6
Cc1cccc(/C=C/c2onc(C)c2S(=O)(=O)N2CCC(C(=O)N3CCCCC3)CC2)c1,1,-8,0,nt,3,-3,-22,16,-4,6,-3
Cc1ccc(N(C)C(=O)N2CCN(c3ccccn3)CC2)cc1,-5,-10,-15,11,-5,-6,3,-21,-5,-1,53
CCN(CC(=O)NC(C)C)C(=O)c1ccc(Cl)cc1,-11,3,9,11,18,-7,6,3,-6,2,-7
O=C(NCCC1CCCCN1S(=O)(=O)c1ccccc1)C(=O)NCc1ccccc1 (stereo unspecified),3,-1,8,5,17,4,-8,12,-1,19,-24

Carrying on:
smiles,TRAIL sens C8,EBV LMP1 NFkB,LRH-1 inv ag,NR2F2 inh,CF NFkB block,TWEAK Fn14 block,KKLEB tox,TROY NFkB inh,SRC1 inh,SRC3 inh,Shn3 inh set2
CCOC(=O)CSc1nnc(-c2ccc(OC)cc2)n1CC,-16,2,-9,-1,16,5,-17,1,6,8,20
COc1ccc(C)cc1NC(=O)c1cc(S(=O)(=O)N2CCC3(CC2)OCCO3)ccc1F,-7,3,-10,12,8,-10,-1,6,10,9,11
CNC(=O)c1[nH]cnc1C(=O)Nc1cccc(Cl)c1,-10,4,11,-7,10,6,-9,-5,-22,-34,-6
CCOc1ccc(N2C(=O)C3CC(C)=C(C)CC3C2=O)c([N+](=O)[O-])c1 (stereo unspecified),2,-9,7,0,5,-3,-9,7,-4,-8,-2
CCOc1ccccc1NC(=O)c1ccc(C(=O)Nc2ccccc2OCC)nc1,15,-16,18,18,4,-11,2,11,-10,-15,23
CCOC(=O)c1ccccc1NC(=O)CSc1nc2[nH]ncc2c(=O)[nH]1,-5,1,-3,-12,8,-10,5,9,-7,-26,-4
O=C(NCc1ccco1)C1Cc2c(-c3ccccc3Oc3ccccc3)ccnc2O1 (stereo unspecified),17,nt,-26,1,11,15,-18,-1,0,-14,2
COCC(=O)N(C)C[C@H]1N[C@@](Cc2ccccc2)(C(=O)OC)[C@H]2C(=O)N(Cc3ccccc3)C(=O)[C@@H]12,-23,-4,-28,6,6,10,2,-9,5,-2,-1
CCOC(=O)N1CCN(C(=O)CSCc2ccccc2)CC1,-5,-20,-56,-25,13,0,6,-23,-61,-55,-33
CCC/C(C#Cc1cc(OC)cc(OC)c1)=C1/c2ccccc2C(=O)N1c1ccccc1,-3,-7,3,11,14,35,-5,-29,-7,-5,7

(continued)
smiles,TRAIL sens C8,EBV LMP1 NFkB,LRH-1 inv ag,NR2F2 inh,CF NFkB block,TWEAK Fn14 block,KKLEB tox,TROY NFkB inh,SRC1 inh,SRC3 inh,Shn3 inh set2
O=C(c1ccc(S(=O)(=O)c2cccc(Cl)c2)c([N+](=O)[O-])c1)N1CCN(c2ccccn2)CC1,8,20,2,45*,86*,90*,-45,58*,-1,19,69
COc1ccc2c(c1OC)C(=O)OC2C1c2c(cc3c(c2OC)OCO3)CCN1C (stereo unspecified),-2&4&-9,8&7&3,7&33&26,-7&-3&0,-7&5&-14,-8&6&-4,4&-19&-2,1&5&12,-4&-8&2,4&15&5,0&3&14
CCOc1ccc(Nc2cc(Nc3ccccc3OCC)nc(C=C(C#N)C#N)n2)cc1,-8,10,0,10,14,17,-24,-4,-8,15,17
CCCN(CC(=O)Nc1ccccc1OC)C(=O)CSC(=S)N1CCCC1,7,0,4,-1,-4,5,-23,11,4,5,1
O=C(CNC(=O)OCc1ccccc1)OC(c1ccccc1)c1ccccc1,1,-8,14,15,8,15,-11,9,7,5,13
Cc1ccc(S(=O)(=O)NCC(=O)OCC(=O)N2CC(=O)Nc3ccccc32)cc1,-5,-3,-2,-4,4,-6,-8,-11,-19,-36,3
CCCOc1ccc(NC(=O)C2CC(=O)N/C(=N/N=C(C)/C=C/c3ccc(N(C)C)cc3)S2)cc1 (stereo unspecified),3,-10,-4,-19,-24,-1,16,-32,-33,-33,-6
O=C(CN1C(=O)c2ccccc2S1(=O)=O)NCCc1ccc(F)cc1,-2,3,2,5,3,-12,-5,-20,1,-15,1
CC(C)C(C(=O)O)N1C(=O)C2C3CCC(C3)C2C1=O (stereo unspecified),0,-17,-10,9,13,17,-6,1,-13,6,-5
CCCCCCSc1ccc([C@@H]2[C@H]3C(=O)N(C)C(=O)[C@H]3[C@]3(C(=O)OC)CCCCN23)cc1OC,9,13,5,8,6,-15,-24,-28,-15,3,1

The listing continues.
smiles,TRAIL sens C8,EBV LMP1 NFkB,LRH-1 inv ag,NR2F2 inh,CF NFkB block,TWEAK Fn14 block,KKLEB tox,TROY NFkB inh,SRC1 inh,SRC3 inh,Shn3 inh set2
Cc1ccc([C@H]2C[C@H](O)[C@@H](n3cc(COC(=O)c4ccccc4)nn3)CN2C(=O)C2CCCCC2)cc1,39,7,-17,10,1,21,-2,1,7,-9,-28
O=C(/C=C/c1cccs1)Nc1ccc(S(=O)(=O)Nc2ncccn2)cc1,8,-2,-11,28,-17,4,3,-16,-6,-8,2
CCN1C(=O)NC(c2cc(Br)ccc2OC)C(C(=O)OC)=C1C (stereo unspecified),3,-3,9,3,7,4,-1,0,9,1,3
O=C(O)c1cccc(N2CCCC2=O)c1,3,-3,15,-15,5,-10,5,-16,8,0,-4
COc1cccc(C(=O)Nc2cccc(NC(C)=O)c2)c1,8,-15,-14,-16,-9,-33,-4,-31,-19,4,-30
Cn1c(-c2cccc([N+](=O)[O-])c2)[n+](C)c2ccccc21,6,-9,-15,-18,0,26,-13,-4,4,6,-3
COC1=C/C(=C/c2c(N)n3nc(CC(=O)N4CCOCC4)sc3nc2=O)C=CC1=O,-14,5,4,8,17,-10,-8,-9,0,16,-16
O=C(O)c1ccc(NC(=O)C2(c3ccccc3)CCOCC2)cc1,-15,-3,13,-2,3,9,0,-2,-4,6,1
CC(C)(C)NCC(O)COc1cccc2[nH]c(=O)[nH]c12 (stereo unspecified),0,-4,-4,-11,21,2,0,10,-12,-31,-95
CCOc1ccc(C(=O)NC(=S)Nc2ccccc2N2CCC(C)CC2)cc1[N+](=O)[O-],10,10,4,17,4,2,-6,25,-8,15,-3

(further entries)
smiles,TRAIL sens C8,EBV LMP1 NFkB,LRH-1 inv ag,NR2F2 inh,CF NFkB block,TWEAK Fn14 block,KKLEB tox,TROY NFkB inh,SRC1 inh,SRC3 inh,Shn3 inh set2
COc1cc2ncnc(NCCCN3CCOCC3)c2cc1OC,-2,7,20,-19,-24,-17,10,-16,9,3,-7
Cn1c(=O)c2nc(-c3ccccc3)oc2c2ccccc21,15,-23,11,-2,-136,-64,12,-47,-16,-4,-41
O=C(OCC(=O)N1CCCc2ccccc21)c1cc(S(=O)(=O)N2CCOCC2)ccc1F,-5,-2,-5,-3,-40,-9,6,21,1,7,-5
COc1ccc(OC)c(Cc2nnc(CCC(=O)N3CCCCC3c3nccs3)o2)c1 (stereo unspecified),-9,-25,-68,nt,5,-13,0,-49,-35,-78,-78
COc1ccccc1NC(=O)Cc1cccc2ccccc12,-14,0,0,0,-15,-6,-1,13,-2,6,7
O=C(O)c1ccc(C(=O)c2ccc3c(c2)C(=O)N(CC2CCCO2)C3=O)cc1 (stereo unspecified),-1,2,-4,5,7,3,2,1,-7,-6,7
O=C(Nc1ccccc1)C(c1ccccc1)C1CCCC1 (stereo unspecified),6,5,15,13,-18,-15,4,-4,15,2,-6
CNC(=O)COc1ccc(S(=O)(=O)Nc2ccccc2)cc1,2,-14,8,-7,-1,-17,3,-30,-2,4,-8
Cc1ccc(NC(=O)CNc2cccc(C)c2C)c(C)c1,1,4,-15,2,12,-5,-2,-14,-4,-16,-19
COc1ccc(NS(=O)(=O)c2cccc(C(=O)NNC(=O)CNC(=O)c3ccco3)c2)cc1,-6,-2,-6,8,-3,-6,-8,-5,-8,1,11
COC(=O)CSc1nnc(CNC(=O)c2ccc(S(=O)(=O)N3CCOCC3)cc2)n1C,-14,0,3,6,-3,8,-6,1,-48,2,-12
C/C(=N/NS(=O)(=O)c1ccc(Cl)cc1)c1cccc(NC(=O)c2ccncc2)c1,-18,-8,-4,-10,16,-8,-11,-2,-27,-9,-7
